# Assay outcomes (PubChem)
# PRMT1 inh = PRMT1 methyltransferase inhibitors, primary screen, biochemical, fluorescence polarization | recombinant PRMT1, activity-based probe fluorescence polarization | inhibition, % at 2.79 µM | 370,000 tested, 1.3% active | AID 652257, 2013;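 active = inhibition above about 21% made by adding two undisclosed values, limit read from the data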
# TCR-CD3 inh = inhibitors of human TCR-CD3 interaction, primary screen, biochemical, fluorescence, TAMRA-labeled TCR probe; 360,000 tested, 0.37% active; inhibition, % at 9.4 µM; in the data active = inhibition above about 19%;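 also: recombinant mutant TCR 2C K166C tagged with TAMRA read by polarization; 0% = receptor in buffer alone and 100% = receptor with positive control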
# DDE Tn6 FP inh = inhibitors of Tn6 peptide binding to fibrin DD(E), primary screen, biochemical, fluorescence polarization, human fibrin, Tn6 probe; inhibition, % at 8.3 µM; Fibrinogen beta chain (Homo sapiens), P02675; AID 720509, 2013; Fibrin DD(E) TRITC-Tn6 fluorescence polarization displacement; 370,000 tested, 0.21% active;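 active = inhibition above a per-campaign cutoff: mean of compounds within control limits plus 3 SD, cut at about 15% in these data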;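 also: 0% = median of all compound wells on the plate and 100% = blocking peptide control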
# SIAE inh = human SIAE inhibitors, primary screen, biochemical, fluorescence polarization, FP-Rh probe, 1536-well HTS. Sialate O-acetylesterase (Homo sapiens), Q9HAT2. AID 1053197, 2014. 370,000 tested, 0.69% active. SIAE FP-Rh probe binding. inhibition, % at 9.66 µM;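 active = inhibition above a cutoff: mean of compounds within the control limits plus 3 SD of those, cut at about 17% in these data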;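 also: 0% = plate median of compound wells and 100% = probe without SIAE protein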
# KLK7 zymogen act = proKLK7 zymogen activators, primary screen, biochemical, fluorescence intensity | 370,000 tested, 0.9% active | AID 652039, 2013 | activation, % at 7 µM | Kallikrein-7 (Homo sapiens), P49862 | purified proKLK7, EDANS-DABCYL substrate fluorescence; 100% is mature enzyme control, 0% vehicle;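 active = activation above the mean of all tested compounds plus 3 SD, computed per campaign excluding outliers beyond control limits, cut at about 13% in these data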
# Target sequence (P49862 whole entry, looked up): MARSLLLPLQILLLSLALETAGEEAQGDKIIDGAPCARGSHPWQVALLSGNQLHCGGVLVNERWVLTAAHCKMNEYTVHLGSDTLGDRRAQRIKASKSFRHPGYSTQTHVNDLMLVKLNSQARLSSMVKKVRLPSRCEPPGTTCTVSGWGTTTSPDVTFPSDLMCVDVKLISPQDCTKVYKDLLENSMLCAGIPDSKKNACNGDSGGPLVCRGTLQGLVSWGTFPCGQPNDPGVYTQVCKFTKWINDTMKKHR
# DDE Tn7 FP inh = inhibitors of Tn7 peptide binding to fibrin DD(E), primary screen, biochemical, fluorescence polarization, human fibrin, Tn7 probe. FP displacement of FITC-Tn7 peptide from fibrin DD(E); 0% = median of compound wells per plate. inhibition, % at 8.3 µM. 370,000 tested, 0.13% active;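 active = inhibition above the mean of compounds falling within the control limits plus 3 SD of them, cut at about 14% in these data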;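 also: 0% = plate median of compound wells and 100% = 10 µM Aha-Tn7 peptide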
#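 Assay system: Human fibrin DD(E) protein | Medium: Tris buffer with calcium and detergent, pH 7.8 | Reagent: 0.1 µM fluorescent Tn7 | Compound dosing: Single point at 8.3 µM | Times: 10 min preincubation, 3 h with tracer, room temperature | Detection: Fluorescence polarization of the labelled Tn7 tracer | Controls: Aha-Tn7 high control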
# LEDGF integ inh = blockers of LEDGF/p75-dependent integrase strand transfer – biochemical, TR-FRET, high throughput, primary screen | HIV-1 integrase (with human LEDGF/p75) | inhibition, % at 3.7 µM | TR-FRET IN-LEDGF/p75 DNA integration, Eu/Cy5 | AID 743269, 2014 | 370,000 tested, 0.64% active;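 active = inhibition above the screen-wide mean plus 3 SD, cut at about 13% in these data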;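 also: signal is the Cy5 over europium emission ratio at 671 and 618 nm; 0% = plate median of compound wells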
# TDP2 inh = human TDP2 enzyme inhibitors, primary screen, biochemical, epi absorbance, recombinant enzyme | Tyrosyl-DNA phosphodiesterase 2 (Homo sapiens), O95551 | inhibition, % at 12.8 µM | T5PNP hydrolysis, p-nitrophenol absorbance 415 nm | 370,000 tested, 0.34% active;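 active = inhibition above the mean of all tested compounds plus 3 SD, set per campaign, cut at about 25% in these data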;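 also: 0% = DMSO with enzyme and 100% = buffer with substrate but no TDP2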
#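 Test system: Human TDP2 enzyme | Reagent: 5 mM T5PNP | Compound dosing: 12.8 µM single point, 1% DMSO | Incubation: Enzyme reaction with compound for 2 h at 37 °C | Technique: p-Nitrophenol epi absorbance | Read-out: % inhibition relative to enzyme-containing and enzyme-free wells | Benchmarks: High control without enzyme, low control DMSO plus TDP2 | Replicates: Singlicate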
# UHRF1 binding = UHRF1 methylated DNA binding inhibitors, primary screen, counter-screen for MBD2 inhibitor project, biochemical, TR-FRET, human UHRF1, single concentration; UHRF1 binding to methylated oligo; inhibition, % at 4.4 µM; 370,000 tested, 0.75% active; AID 687016, 2013; in the data active = inhibition above about 21%;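 also: UHRF1 SRA domain binding a hemimethylated CpG hairpin DNA probe; 0% = median of test compound wells and 100% = reference inhibitor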
# Target sequence (Q96T88 whole entry, looked up, the tested form may be a part): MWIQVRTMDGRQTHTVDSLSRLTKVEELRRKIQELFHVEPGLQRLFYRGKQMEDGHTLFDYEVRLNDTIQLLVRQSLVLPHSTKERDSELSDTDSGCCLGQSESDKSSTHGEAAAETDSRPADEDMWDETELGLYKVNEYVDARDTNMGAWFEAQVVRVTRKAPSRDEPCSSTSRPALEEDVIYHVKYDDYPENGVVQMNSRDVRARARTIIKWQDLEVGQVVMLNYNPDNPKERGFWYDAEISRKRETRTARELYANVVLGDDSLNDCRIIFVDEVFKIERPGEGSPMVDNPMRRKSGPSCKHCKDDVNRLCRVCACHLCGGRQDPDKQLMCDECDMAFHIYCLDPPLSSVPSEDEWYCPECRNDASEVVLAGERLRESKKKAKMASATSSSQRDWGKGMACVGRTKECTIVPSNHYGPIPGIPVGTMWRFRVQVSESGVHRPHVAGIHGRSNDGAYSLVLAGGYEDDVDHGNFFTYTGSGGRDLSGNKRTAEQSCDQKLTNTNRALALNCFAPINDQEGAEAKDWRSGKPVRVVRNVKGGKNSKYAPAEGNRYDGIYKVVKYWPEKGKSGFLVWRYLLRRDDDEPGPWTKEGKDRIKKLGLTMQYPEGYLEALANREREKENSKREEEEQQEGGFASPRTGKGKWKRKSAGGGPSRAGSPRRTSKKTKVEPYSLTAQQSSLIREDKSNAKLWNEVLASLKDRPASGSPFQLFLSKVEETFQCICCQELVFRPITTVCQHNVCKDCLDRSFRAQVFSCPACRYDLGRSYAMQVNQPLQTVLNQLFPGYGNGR
# MBD2 inh = inhibitors of MBD2 binding to methylated DNA, primary screen, biochemical, TR-FRET, DNA-binding domain, human | MBD2 binding to methylated oligonucleotide | Methyl-CpG-binding domain protein 2 (Homo sapiens), Q9UBB5 | inhibition, % at 4.4 µM | 370,000 tested, 0.31% active; in the data active = inhibition above about 13%
# * = called active by the depositor.
# Screens in order – PRMT1 inh, TCR-CD3 inh, DDE Tn6 FP inh, SIAE inh, KLK7 zymogen act, DDE Tn7 FP inh, LEDGF integ inh, TDP2 inh, UHRF1 binding, MBD2 inh
1) O=C(NCCc1cccc(C(F)(F)F)c1)C1CCC(=O)N(C2CC2)C1 (stereo not given)
→ 2, 2, 3, -1, -0.3, 2, -3, 0, 0, -3
2) Cc1cc(NC(=O)CSc2ccc3nnc(-c4ccc(F)cc4)n3n2)no1
→ 3, 3, -2, -2, 0.5, 1, -4, -12, 4, 3
3) CC(Sc1cnc2ccccc2n1)C(=O)O (stereo not given)
→ 1, 5, -6, 8, -0.8, -3, -2, 5, 0, 6
4) O=C1NC(=S)N(C(=O)c2ccc(F)cc2)/C1=C/c1cccnc1
→ 10, -1, -8, -4, -0.2, 8, -4, -13, 5, 9
5) COC(=O)c1[nH]c2cccc(OC)c2c1NC(=O)CCN1CC(C)CC(C)C1 (stereo not given)
→ -5, -2, -2, -9, 6.8, -4, 3, 6, 7, -1
6) CC(C)NC(=O)c1onc(CSc2ccccc2)c1C(=O)O
→ 2, 0, -4, -2, -0.6, -8, 2, 1, 0, 0
7) COc1cc(S(=O)(=O)N2CCC(C(N)=O)CC2)c(C)cc1C
→ -2, 2, -2, -3, -0.1, 2, -2, -10, -4, -1
8) Cc1ccc(NC(=S)N(CCCN2CCN(C)CC2)Cc2cccs2)cc1C
→ -4, 0, 9, 17, -0.4, -3, -3, 1, -2, -1
9) COc1ccc(C(C)=O)cc1COc1cccc2c1OC(C)(C)C2
→ -5, 5, -13, -11, 0.5, 1, 1, 0, -2, 3
10) COc1cc(C(=O)NCCN=C2NS(=O)(=O)c3ccccc32)cc(OC)c1OC
→ 1, -6, -2, 4, -0.3, -1, -2, 7, 1, -3

# Two compounds picked at random from the list so far, as already listed:
# Screens in order – PRMT1 inh, TCR-CD3 inh, DDE Tn6 FP inh, SIAE inh, KLK7 zymogen act, DDE Tn7 FP inh, LEDGF integ inh, TDP2 inh, UHRF1 binding, MBD2 inh
4) O=C1NC(=S)N(C(=O)c2ccc(F)cc2)/C1=C/c1cccnc1
→ 10, -1, -8, -4, -0.2, 8, -4, -13, 5, 9
6) CC(C)NC(=O)c1onc(CSc2ccccc2)c1C(=O)O
→ 2, 0, -4, -2, -0.6, -8, 2, 1, 0, 0

# (more compounds)
# Screens in order – PRMT1 inh, TCR-CD3 inh, DDE Tn6 FP inh, SIAE inh, KLK7 zymogen act, DDE Tn7 FP inh, LEDGF integ inh, TDP2 inh, UHRF1 binding, MBD2 inh
11) COc1ccccc1NC(=S)N1CCN(c2cccc(C)c2C)CC1
→ 1, 0, 0, -3, 0.0, 5, -1, 2, 0, 0
12) CC(=O)Nc1ccc(C(=O)N/C(=C/c2ccccc2)C(=O)Nc2cccc(C(=O)O)c2)cc1
→ -2, 4, -2, -1, 0.2, -2, 1, -2, 3, 5
13) CC(C)Oc1ccc(C(=O)OC(C)C(=O)NC2CCCCC2C)cc1 (stereo not given)
→ -7, 2, -2, 2, 0.4, 0, 2, -3, -4, -5
14) CN1CCN(c2nc(Nc3ccc(F)cc3)nc(Nc3ccc(F)cc3)n2)CC1
→ 0, -6, 1, 3, 0.8, -1, -4, -7, 1, 4
15) Cc1cc(N2CCN(C(=O)OC(C)(C)C)C[C@H]2C)ccc1Br
→ -7, 7, 1, -3, 0.5, 5, 6, -15, -2, -8
16) OCCNc1ncnc2c1ncn2[C@H]1CN(Cc2ccco2)C[C@@H](CO)O1
→ 3, -3, 6, -2, -0.4, -10, -1, -2, 0, 2
17) CCc1c(O)nc(SCC(=O)NCc2ccco2)[nH]c1=O
→ 2, 2, -1, 6, -1.0, 0, 0, 1, -3, 2
18) COc1ccccc1NC(=O)CS(=O)(=O)c1cn(CC(=O)N2CCCC2)c2ccccc12
→ 0, -2, -7, 4, -0.8, 0, -2, 9, 2, 3
19) COc1cc(NC(=O)c2ccc(NC3=NC4CS(=O)(=O)CC4S3)cc2)cc(OC)c1OC (stereo not given)
→ -1, -9, -1, -2, 0.1, -10, -4, 7, 1, 5
20) Cn1c(=O)c2ccccc2n2c(CCl)nnc12
→ 2, 4, -1, -4, -0.1, -2, 2, -4, 1, 2

# Overlap with the part before: 5 entries; new compounds follow.
# Screens in order – PRMT1 inh, TCR-CD3 inh, DDE Tn6 FP inh, SIAE inh, KLK7 zymogen act, DDE Tn7 FP inh, LEDGF integ inh, TDP2 inh, UHRF1 binding, MBD2 inh
16) OCCNc1ncnc2c1ncn2[C@H]1CN(Cc2ccco2)C[C@@H](CO)O1
→ 3, -3, 6, -2, -0.4, -10, -1, -2, 0, 2
17) CCc1c(O)nc(SCC(=O)NCc2ccco2)[nH]c1=O
→ 2, 2, -1, 6, -1.0, 0, 0, 1, -3, 2
18) COc1ccccc1NC(=O)CS(=O)(=O)c1cn(CC(=O)N2CCCC2)c2ccccc12
→ 0, -2, -7, 4, -0.8, 0, -2, 9, 2, 3
19) COc1cc(NC(=O)c2ccc(NC3=NC4CS(=O)(=O)CC4S3)cc2)cc(OC)c1OC (stereo not given)
→ -1, -9, -1, -2, 0.1, -10, -4, 7, 1, 5
20) Cn1c(=O)c2ccccc2n2c(CCl)nnc12
→ 2, 4, -1, -4, -0.1, -2, 2, -4, 1, 2
21) COC(=O)CC1C(=O)NCCN1C(=S)Nc1cccc(C)c1 (stereo not given)
→ -2, -2, 3, 3, 0.1, -8, 4, -3, 0, -3
22) Cc1ccc(S(=O)(=O)N/N=C/c2cccc3c2OCCO3)cc1
→ 3, 5, 6, -2, 0.0, 1, -3, -4, 3, 5
23) CCOc1ccc(C(=O)N2CCN(c3ccccn3)CC2)cc1
→ 1, -5, -3, -4, 0.1, -5, -3, 5, 2, -1
24) CCOCCCNC(=O)CSc1nc2nc(C)c(Cc3ccccc3)c(C)n2n1
→ -3, -7, -1, 7, 0.5, 0, -2, 1, 0, -2
25) c1cc2c(cc1-c1[nH]ncc1CN1CC3C[C@@H]4CC1C[C@H](C3)C4)OCO2
→ 0, 4, 1, 7, 0.4, 8, -5, 3, 6, 0
26) Cc1ccc(Cn2c(CCNc3nc(-c4ccc(C)cc4)cs3)nc3cc(C(=O)NCCCO)ccc32)cc1
→ -1, -4, -8, -5, -0.1, -3, 2, 2, 1, 2
27) CC(=O)Nc1cccc(-c2ccnc3c2CC(C)(C(=O)Nc2cccc(NS(C)(=O)=O)c2)O3)c1 (stereo not given)
→ -1, 6, -8, -5, 0.0, 7, -2, 9, 2, 1
28) COCCNC(=O)CN(c1ccccc1OC)S(C)(=O)=O
→ -3, -5, -1, -7, -0.2, 3, 3, 14, 0, 1
29) COc1cc(SC)ccc1C(=O)OC(C)C(=O)Nc1ccc(NC(C)=O)cc1 (stereo not given)
→ -2, 3, 7, 2, 0.4, -9, 1, -16, 0, -2
30) CC(NS(=O)(=O)c1cccc(C(=O)N(C)Cc2ccc(N3CCOCC3)cc2)c1)c1ccccc1 (stereo not given)
→ 2, 11, -6, -4, 0.7, -3, 2, -4, 2, 2
31) CN1CCN(C(=O)CC2C(=O)NCCN2Cc2ccc(-c3ccccc3)cc2)CC1 (stereo not given)
→ -1, -4, 2, -1, -0.4, -6, 2, 7, -1, 3
32) O=C1C(Cl)=C(N2CCN(Cc3ccccc3)CC2)C(=O)N1Cc1ccccc1
→ 2, 5, 4, 4, -0.6, 5, -1, 6, -1, 1
33) Cc1cc(C(=O)OCC(=O)N(C)c2ccccc2)c2ccccc2n1
→ -392, 19, -6, -3, -0.9, -1, -2, 1, 4, 2
34) CC(c1ccco1)N(C(=O)c1ccc(C(F)(F)F)cc1)c1ccccn1 (stereo not given)
→ -1, 2, -7, 0, 0.6, -2, 7, -1, 1, -1
35) Cc1nnsc1C(=O)NC1CCCCC1
→ 1, 1, 6, -4, -0.1, 0, 1, 14, -2, 2
36) COC(=O)c1c(C)[nH]c(O)c1C=Nc1ccc(Oc2ccccc2)cc1
→ 2, 2, -4, 5, -0.6, -6, -1, -3, 3, 4
37) Cc1cccc(-c2ccc3c(c2)C2CC3CCN2C(=O)OCc2ccccc2)c1 (stereo not given)
→ 0, -6, 2, 2, 0.2, -4, 3, -9, 3, -1
38) O=C(c1cc2ccccc2o1)N1CCN(S(=O)(=O)c2ccccc2)CC1
→ 3, -2, -3, -4, -0.2, 2, -4, -9, 4, -3
39) CCOc1ccc(NC(=O)CCC(=O)N/N=C/c2ccc([N+](=O)[O-])s2)cc1
→ 0, 7, -5, 7, 0.1, -7, -1, 10, 0, 0
40) O=C1N2CCSC2=NC1(Nc1nccs1)C(F)(F)F (stereo not given)
→ 1, 1, -2, -7, -0.4, 5, 1, 7, 5, 4
41) CC(C)CC(=O)NNC(=S)NCc1ccco1
→ 3, -1, -3, -2, -0.6, -3, -6, -10, 3, -5
42) Cc1cccc(N2CCN(C(=O)Cn3cccc3C(=O)c3ccccc3)CC2)c1C
→ 1, 0, -5, 0, 0.0, -4, -1, 12, 0, -2
43) O=C(NCCCN1CCCC1=O)c1ccc([N+](=O)[O-])s1
→ -3, -11, 0, -2, 0.3, 10, 4, -20, 1, -5
44) O=C(/C=C(\Nc1ccc(Cl)c(C(F)(F)F)c1)c1ccccc1)c1ccccc1
→ -2, 1, 0, 3, 0.0, -10, 0, 1, 0, 0
45) O=C(COc1cccc2cccnc12)Nc1nccs1
→ 2, 4, -5, -2, -0.2, -3, 0, -6, -4, 1
46) COc1cccc(-c2n[nH]c3c2CCC3)c1
→ -2, -1, -4, 1, -0.5, 4, 2, -7, -2, 4
47) CC(O)C(=O)N/N=C/c1cccc(Cl)c1Cl (stereo not given)
→ 0, 2, -1, -1, 0.4, 0, 3, -2, 1, -2
48) Cc1cc(C)nc(Nc2nc3ccccc3s2)n1
→ -1, 2, 6, -1, -0.3, 4, -1, 8, -2, -1
49) Cc1ccc(C2/C(=C(/O)c3ccccc3)C(=O)C(=O)N2CCN2CCOCC2)o1 (stereo not given)
→ -3, 8, 1, 1, 0.0, 4, -1, 10, -2, -2
50) COc1cc(-n2nnnc2SC)c(OC)cc1Cl
→ 6, -4, 4, -4, -0.4, 2, 0, 0, 5, 0
51) COc1ccc2nc(NC(=O)CSc3nc4ccccc4o3)sc2c1
→ -1, 0, -7, -16, -0.9, -10, 3, -10, -2, 3
52) CCOc1ccc(CN2CCN(CCCc3ccccc3)CC2CCO)cc1 (stereo not given)
→ 7, -6, 7, 0, 0.2, -6, 4, 0, -6, 0
